# High-throughput results deposited in PubChem by several laboratories.
# HEK293 NOD2/NF-kB = inhibition of NOD2-driven NF-kB reporter – cell-based, luminescence, uHTS, HEK293 (AID 1566); 290,000 tested, 0.63% active; one-dose inhibition, % at 4 µM; EC50 in µM for titrated hits; HEK293 NOD2/NF-kB luciferase reporter, luminescence; higher % means a stronger effect; further: many of its hits are not listed in these tables
# KOR beta-arrestin-1 = kappa opioid receptor blockers – cell-based, luminescence, uHTS (AID 1778); KOR beta-arrestin recruitment, luminescence, antagonist mode; higher % means a stronger effect; 290,000 tested, 0.091% active; inhibition, % at 10 µM, or IC50 in µM where a hit was titrated; further: strong numbers were not always called active
# NOD1 inhibition = NOD1 signaling inhibitors, primary screen, cell-based, luminescence, uHTS (AID 1578); NOD1-driven NF-kB luciferase reporter cells, luminescence; higher % means a stronger effect; inhibition, % at 4 µM; hits with a dose series show EC50 in µM; 290,000 tested, 1% active; in the data active means inhibition mostly above about 36%, no sharp cut-off; inactive means mostly below about 34%;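 further: HEK-293T reporter cells stimulated with the NOD1 agonist gamma-tri-DAP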
# Dengue-2 NS5 capping = Dengue-2 NS5 methyltransferase inhibitors, primary screen, biochemical, confirmation dose response (AID 588689) | Dengue-2 NS5 methyltransferase capping enzyme assay, biochemical; higher % means a stronger effect | inhibition, % at 25 µM, or IC50 in µM where a hit was titrated | 340,000 tested, 0.3% active; in the data active means a potency from the dose series; inconclusive means inhibition above about 29% without an active follow-up result
# HIV peptide binding = inhibitors of HIV fusion peptide binding, primary screen, biochemical, uHTS, fluorescence dequenching (AID 1986) | inhibition, % at 20 µM; hits with a dose series show IC50 in µM | 290,000 tested, 0.3% active | cell-free peptide binding, fluorescence dequenching, 30 min; higher % means a stronger effect; in the data active means inhibition mostly above about 52%, no sharp cut-off; inactive means mostly below about 76%; further: some results filed as inactive read as strong as hits
# West Nile virus CPE = West Nile virus antiviral activity, cell-based, CPE readout (AID 1621) | West Nile virus-infected cells, CPE inhibition; higher % means a stronger effect | CPE inhibition, % at 10 µM, or IC50 in µM where a hit was titrated | 290,000 tested, 0.02% active; in the data active means a potency from the dose series; inconclusive means CPE inhibition mostly from about 3.7% at the one dose, without a potency; inactive means the rest, 99 in 100 with CPE inhibition below about 2.2%; further: strong numbers were not always called active
# Yfh1-off respiration = enhancers of respiration in Yfh1-depleted yeast, dose response, Friedreich's ataxia, plus single-dose screen (AID 1465); S. cerevisiae Yfh1-off respiration, WST-1 reduction, 72 h; higher fold induction means a stronger effect; fold induction at 50 µM; hits with a dose series show EC50 in µM; 220,000 tested, 0.074% active;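 active means fold induction of absorbance versus untreated yeast above a set limit, then at least 30% activation at any dose in follow-up; inconclusive means repeats straddling the limit, or above it without dose testing; inactive means fold induction below the set limit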;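 further: activators that raise dye reduction in frataxin-depleted yeast; strong numbers were not always called active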
# KOR beta-arrestin-2 = KOR agonists, beta-arrestin recruitment, primary screen, cell-based, luminescence, uHTS (AID 1777); 280,000 tested, 0.02% active; one-dose activation, % at 10 µM; EC50 in µM for titrated hits; KOR beta-arrestin recruitment, luminescence; higher % means a stronger effect; in the data active means activation above about 50%, passing the limit was not always enough; further: a part of the inactive calls stands beside numbers as strong as those of hits
# AID2073 = disruptors of CaV2.2 binding to Mint1 – biochemical, HTRF (AID 2073); HTRF protein-protein interaction, Mint1-CaV2.2; higher % means a stronger effect; one-dose inhibition, % at 20 µM; IC50 in µM for titrated hits; 290,000 tested, 0.19% active; in the data active means inhibition mostly above about 51%, no sharp cut-off; inconclusive means no clear call, values can overlap the other calls; inactive means mostly below about 53%; further: some results filed as inactive read as strong as hits
# Dengue-2 NS5 capping pilot replicate = recorded beside Dengue-2 NS5 capping, whose call it bears; inhibition, %; measured here: pilot screen replicate inhibition
# An asterisk follows results filed as active; i = inactive; ? = inconclusive; / = no result given; [ ] = another dose, or the depositor's remark. Unless noted, no stated cut-off is given here; in the data, active means inhibition above about 50%; inactive means the rest. Not all compounds are listed (hit frequency here may not be typical).
SMILES,HEK293 NOD2/NF-kB,KOR beta-arrestin-1,NOD1 inhibition,Dengue-2 NS5 capping,HIV peptide binding,West Nile virus CPE,Yfh1-off respiration,KOR beta-arrestin-2,AID2073,others
O=C(N/N=C1\C(=O)c2cccc3cccc1c23)c1ccc(O)cc1,-15%,16%,-36%,5%,-6.0%,0.0%,i,-3.9%,6%,
COc1ccc(N(C)C(=O)C2CCCN2S(=O)(=O)c2cccc3nsnc23)c(OC)c1 (configuration not stated),0%,9%,1%,-9%,0.0%,0.1%,/,0.6%,14%,
COc1ccc(NC(=O)CCC(=O)OCc2ccc([N+](=O)[O-])cc2)cc1,-11%,-27%,-16%,2%,-1.7%,-0.3%,i,-6.3%,-1%,
Cc1ccc(-c2nc(C3CCN(S(=O)(=O)c4ccc(C(F)(F)F)cc4)CC3)no2)cc1,25%,2%,-13%,2%,-1.8%,-0.2%,i,4.8%,1%,
COc1ccc(C2NC(=O)NC3=C2C(=O)CCC3)cc1 (configuration not stated),13%,18%[20 µM],-31%,-3%,0.1%,-0.2%,/,-5.6%,15%,Dengue-2 NS5 capping pilot replicate=0.0
CC(=O)c1ccc(NC(=S)NC(=O)/C=C/c2ccco2)cc1,1%,14%[20 µM],-31%,12%,20%,-0.6%,/,-6.5%,9%,
Cc1cccc(CCNC(=O)CN(C)S(=O)(=O)c2ccc3c(c2)c(=O)n(C)c(=O)n3C)c1,-20%,-30%,-29%,2%,1.1%,0.2%,i,-3.5%,0%,
CC(C)(C)c1ccc(OCCCC(=O)N2CCOCC2)cc1,-54%,-35%[20 µM],-33%,2%,0.3%,-1.4%,i,/,5%,
CCOc1ccc(CCNC(=O)COC(=O)COc2ccc(Br)cc2)cc1OCC,-8%,29%,-49%,0%,0.2%,-0.3%,/,-5.3%,5%,
O=C(COc1ccc([N+](=O)[O-])cc1)Nc1ccncc1,13%,-19%,-23%,2%,-0.9%,0.1%,i,3.0%,-8%,
O=C(Nc1cccc(C(=O)O)c1)/C(=C\c1ccco1)NC(=O)c1ccccc1Cl,1%,23%,-32%,-13%,7.3%,-0.6%,/,-0.1%,10%,
CCOc1ccc(C2/C(=C(/O)c3ccc4c(c3)CC(C)O4)C(=O)C(=O)N2CC2CCCO2)cc1 (configuration not stated),5%,10%,-25%,-1%,-0.7%,-0.2%,/,-2.9%,9%,
C=CCn1c(N)cc(=O)nc1SCC(=O)N1CCN(c2ccc(F)cc2)CC1,5%,-11%,-7%,1%,-1.7%,1.5%,i,-2.8%,9%,
Cc1cc(Cl)c(OCCCN2CCCCC2)c(Br)c1,-2%,-22%,-6%,-4%,-1.0%,-1.3%,i,14%,-2%,
Cc1nnc(NC(=O)CSc2nnc(CNC(=O)C34CC5CC(CC(C5)C3)C4)n2C2CCCCC2)s1,-3%,13%,-9%,3%,1.8%,-0.1%,i,-3.5%,-10%,
O=C(N/N=C/c1ccc(OCc2ccccc2)cc1)c1cccs1,-54%,-1%,0%,6%,0.7%,0.2%,i,4.0%,3%,
O=C(N[C@@H](Cc1ccccc1)C(=O)N1CCC2(CC1)NCCc1[nH]cnc12)c1cccc(F)c1,-14%,-24%,-22%,1%,1.4%,-0.4%,/,0.5%,-8%,
CCN(CC)c1nc2ccccc2[nH]c1=O,-3%,-8%,-11%,-5%,3.1%,-0.3%,i,2.9%,35%,
O=C(Nc1cccnc1)c1ccc(N2CCOCC2)c([N+](=O)[O-])c1,4%,-40%[20 µM],23%,3%,1.3%,-0.5%,/,-3.6%,6%,Dengue-2 NS5 capping pilot replicate=-1.8
O=C(C1=C[C@H](c2ccccc2)C[C@H](OCc2ccc(CO)cc2)O1)N1CCN(Cc2ccccc2)CC1,6%,9%,-32%,-10%,0.8%,-1.1%,i,1.4%,-13%,
OCC1CCCN(C(=S)Nc2ccc(OC(F)F)cc2)C1 (configuration not stated),-6%,-14%,-17%,-4%,-1.1%,-0.6%,i,-5.4%,-9%,
Cc1ccc(OCCSCc2nnc(NC(=O)Nc3cccc(Cl)c3)s2)cc1,31%,-40%,14%,-10%,3.5%,-0.8%,i,7.4%,31%,
Cc1cccc(C)c1Nc1nnc(SCC(=O)NC(=O)c2cccn2C)s1,19%,-11%,-11%,-8%,9.8%,0.1%,i,0.8%,32%,
CC1(c2ccc(OC(F)F)cc2)NC(=O)N(CC(=O)Nc2cccc(F)c2)C1=O (configuration not stated),-19%,-25%,-29%,1%,0.2%,0.6%,/,2.5%,-10%,

# Pulled one by one from above (2):
SMILES,HEK293 NOD2/NF-kB,KOR beta-arrestin-1,NOD1 inhibition,Dengue-2 NS5 capping,HIV peptide binding,West Nile virus CPE,Yfh1-off respiration,KOR beta-arrestin-2,AID2073,others
CCOc1ccc(CCNC(=O)COC(=O)COc2ccc(Br)cc2)cc1OCC,-8%,29%,-49%,0%,0.2%,-0.3%,/,-5.3%,5%,
Cc1ccc(OCCSCc2nnc(NC(=O)Nc3cccc(Cl)c3)s2)cc1,31%,-40%,14%,-10%,3.5%,-0.8%,i,7.4%,31%,

# Following part:
SMILES,HEK293 NOD2/NF-kB,KOR beta-arrestin-1,NOD1 inhibition,Dengue-2 NS5 capping,HIV peptide binding,West Nile virus CPE,Yfh1-off respiration,KOR beta-arrestin-2,AID2073,others
O=C(CSc1nnc(-c2ccccn2)o1)Nc1ccccc1Cl,-72%,-8%,-44%,-4%,0.1%,1.0%,/,1.3%,-6%,
Cc1ccc(NC(=O)CCCSc2nc3ccccc3[nH]2)cc1,13%,14%,-16%,4%,0.5%,-1.5%,i,1.8%,8%,
CCN1C(=O)C2C(C1=O)N1C(c3ccccc3)C3C(=O)N(CC)C(=O)C3N1C2c1ccccc1 (configuration not stated),3%,-4%,-10%,3%,-2.0%,-0.1%,i,-1.2%,6%,
Cc1ccc(/C(N)=N/OC(=O)c2ccc(F)cc2)cc1,-49%,15%,-16%,2%,1.1%,0.3%,i,-1.4%,-1%,
Cc1cc2nc(/C=C/c3nc4cc(C)c(C)cc4[nH]3)[nH]c2cc1C,5%,26%,-6%,18%,3.2%,-0.3%,i,5.8%,18µM*,
CCOC(=O)N1CCN(C(=O)Cc2cccs2)CC1,-4%,24%,-31%,2%,-0.6%,-0.1%,i,-5.7%,-2%,
COc1cccc(/C=C/C(=O)Oc2ccc(C(=O)c3ccc(F)cc3)cc2)c1,16%,8%,-27%,-4%,-1.2%,-0.7%,i,-2.4%,-2%,
CCc1nnc(NC(=O)c2ccc(S(=O)(=O)N(CC(C)C)CC(C)C)cc2)o1,29%,24%,14%,1%,6.5%,?,i,3.2%,3%,
Cc1ccc(O)c(C2=Nc3ccccc3N=C(c3ccc([N+](=O)[O-])cc3)C2)c1,-24%,2%,-39%,-5%,-2.1%,-1.5%,i,1.1%,35%,
O=S(=O)(c1ccc(S(=O)(=O)N2CCN3CCCC3C2)cc1)N1CCCC1 (configuration not stated),3%,29%,-14%,-2%,-1.7%,-0.9%,i,-6.2%,1%,
COc1ccc(C)cc1NC(=O)CCN1CCN(c2ccccc2)CC1,-10%,-23%,1%,5%,-0.4%,-0.4%,/,-0.3%,-12%,
Cc1ccc(C)c(C(=O)CCC(=O)Nc2cccnc2)c1,-4%,15%,-29%,-3%,1.1%,-0.3%,i,-0.9%,0%,
CCOc1cc(/C=N/NC(=O)c2nnn(-c3nonc3N)c2C)ccc1OCc1cccc(F)c1,3%,-14%,0%,-9%,0.5%,-0.5%,/,-3.1%,13%,
COc1cc(NC(=O)c2cccs2)c(OC)cc1NC(=O)CCn1nnc2ccccc21,21%,-7%,-3%,-6%,0.6%,2.2%,i,-0.2%,3%,
Cn1nnnc1SCC(=O)Nc1ccc(Cl)cc1Cl,-2%,12%,-12%,/,-0.7%,/,/,-0.7%,-2%,
COc1ccc2c3c([nH]c2c1)C1CC2C(CC(O)C(OC)C2CO)CN1CC3 (configuration not stated),17%,15%,-8%,-3%,5.1%,0.2%,i,-3.8%,4%,
CCC1Oc2ccc(C)cc2N(CC(=O)NCCCN2CCN(Cc3ccccc3)CC2)C1=O (configuration not stated),3%,12%,-21%,-3%,2.0%,-1.2%,i,-2.5%,-5%,
Cc1ccc(-c2cccc(C(=O)NCCc3ccccc3)n2)c2ccccc12,1%,-13%,-29%,4%,-0.3%,-0.2%,i,-0.8%,24%,
CCCCNC(=O)C1CCCN1C(=O)NC1CCCCC1 (configuration not stated),13%,18%,-29%,2%,0.0%,0.8%,i,-3.5%,12%,
CC1CC2=C(C(=O)O1)C(c1ccccc1)Nc1ccccc1N2 (configuration not stated),0%,7%,-29%,-4%,-4.2%,0.4%,i,2.6%,-8%,
COc1cc(C2C3=C(Nc4ncnn42)c2ccccc2CC3)cc(OC)c1OC (configuration not stated),-24%,-75%,-17%,2%,1.2%,0.2%,i,-1.0%,-8%,
O=S(=O)(c1cccc(-c2nc3n(n2)Cc2ccccc2-3)c1)N1CCCC1,-4%,-9%,-16%,2%,-3.4%,-0.5%,i,0.6%,-5%,
CN(C)C(CNc1ncccn1)c1ccccc1 (configuration not stated),-10%,6%,-15%,14%,0.2%,0.1%,/,3.3%,1%,
COc1cc2c(=O)n(CC3CCCO3)c(=O)n(CC(=O)Nc3ccc(F)cc3F)c2cc1OC (configuration not stated),6%,-1%,-10%,1%,-1.4%,/,/,-4.6%,6%,
Cc1sc2nc(C3CC3)nc(SCC(=O)N3c4ccccc4CC3C)c2c1C (configuration not stated),-1%,-13%,39%,0%,0.1%,1.4%,i,-4.3%,?,
COC(=O)Cc1cc(=O)n2[nH]c(SC)nc2n1,10%,19%,-1%,?,-1.1%,0.3%,i,/,5%,
Cn1c(=O)c2c(ncn2CC(=O)N2CCN(c3ccc(F)cc3)CC2)n(C)c1=O,-15%,/,-16%,-1%,-0.8%,0.1%,i,/,-17%,

# In the list so far, these contain two or more sulfur atoms:
SMILES,HEK293 NOD2/NF-kB,KOR beta-arrestin-1,NOD1 inhibition,Dengue-2 NS5 capping,HIV peptide binding,West Nile virus CPE,Yfh1-off respiration,KOR beta-arrestin-2,AID2073,others
COc1ccc(N(C)C(=O)C2CCCN2S(=O)(=O)c2cccc3nsnc23)c(OC)c1 (configuration not stated),0%,9%,1%,-9%,0.0%,0.1%,/,0.6%,14%,
Cc1nnc(NC(=O)CSc2nnc(CNC(=O)C34CC5CC(CC(C5)C3)C4)n2C2CCCCC2)s1,-3%,13%,-9%,3%,1.8%,-0.1%,i,-3.5%,-10%,
Cc1ccc(OCCSCc2nnc(NC(=O)Nc3cccc(Cl)c3)s2)cc1,31%,-40%,14%,-10%,3.5%,-0.8%,i,7.4%,31%,
Cc1cccc(C)c1Nc1nnc(SCC(=O)NC(=O)c2cccn2C)s1,19%,-11%,-11%,-8%,9.8%,0.1%,i,0.8%,32%,
O=S(=O)(c1ccc(S(=O)(=O)N2CCN3CCCC3C2)cc1)N1CCCC1 (configuration not stated),3%,29%,-14%,-2%,-1.7%,-0.9%,i,-6.2%,1%,
Cc1sc2nc(C3CC3)nc(SCC(=O)N3c4ccccc4CC3C)c2c1C (configuration not stated),-1%,-13%,39%,0%,0.1%,1.4%,i,-4.3%,?,
